# Source: PubChem
# TRPV1 ag = human TRPV1 agonism | Q8NER1 | TRPV1-expressing cells, Fluo-8 calcium influx, agonist mode | activation, % at 8.33 µM | hit rate 0.19% among 320,000; in the data active = activation above about 80%; inconclusive = between about 30% and that limit; note: 0% is about no effect
# Target sequence (Q8NER1 whole entry, looked up): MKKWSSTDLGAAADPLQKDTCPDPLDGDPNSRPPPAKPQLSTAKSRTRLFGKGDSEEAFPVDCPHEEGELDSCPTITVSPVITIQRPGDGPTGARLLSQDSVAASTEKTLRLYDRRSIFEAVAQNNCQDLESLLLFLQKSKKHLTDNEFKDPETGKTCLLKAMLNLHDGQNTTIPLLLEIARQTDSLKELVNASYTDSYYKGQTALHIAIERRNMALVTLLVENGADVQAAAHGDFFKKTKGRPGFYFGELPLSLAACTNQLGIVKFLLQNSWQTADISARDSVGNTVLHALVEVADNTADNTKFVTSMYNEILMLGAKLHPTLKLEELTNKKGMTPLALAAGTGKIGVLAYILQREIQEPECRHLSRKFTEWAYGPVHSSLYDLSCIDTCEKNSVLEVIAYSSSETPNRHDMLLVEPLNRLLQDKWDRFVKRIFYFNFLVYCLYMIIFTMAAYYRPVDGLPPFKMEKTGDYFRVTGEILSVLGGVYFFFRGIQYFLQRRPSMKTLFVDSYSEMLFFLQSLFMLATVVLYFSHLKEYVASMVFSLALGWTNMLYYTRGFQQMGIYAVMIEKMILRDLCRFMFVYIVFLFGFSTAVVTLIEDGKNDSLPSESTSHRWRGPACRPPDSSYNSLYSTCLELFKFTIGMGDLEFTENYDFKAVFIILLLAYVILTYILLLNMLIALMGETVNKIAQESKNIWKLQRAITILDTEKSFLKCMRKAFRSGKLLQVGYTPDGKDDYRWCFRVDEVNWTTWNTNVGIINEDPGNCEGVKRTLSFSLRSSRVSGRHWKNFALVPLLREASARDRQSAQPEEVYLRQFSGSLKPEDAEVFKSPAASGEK
#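 TRPV1-expressing cells were cultured overnight at 35.5C and loaded with Fluo-8 calcium dye for 40 to 90 min at room temperature. After a 10 s baseline, compound was added and calcium influx was read kinetically for 3 min (ex 480/em 520 nm).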
# Gal4-VP16 FLuc = counter-screen for ROR gamma inhibitors: Gal4-VP16 reporter; Drosophila S2 Gal4-VP16 UAS-luciferase, luminescence, 20 h; AID 2546; Potency, µM (titrated, usually from 53.6 µM), for inactives: at the top dose activity, negative = inhibition, most hits filed as inhibitors; hit rate 3.5% among 310,000;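 note: Gal4-VP16 expression switched on by copper sulfate through the metallothionein promoter; potency is the fitted concentration of half-maximal effect; % is set by controls: 0 for no effect and ±100 for the full control effect; nearly all actives have a fitted effect of over 50% in size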
# FLuc modulator = firefly luciferase modulation, counter-screen for miR-21 project. P08659. purified FLuc, Km substrates, luminescence inhibition. hit rate 6.9% among 360,000. Potency, µM (titrated, usually from 57.5 µM), inactives show at the highest dose activity change, negative = inhibition, hits mostly inhibitors;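 note: potency is the fitted concentration of half-maximal effect; plate controls were vehicle for no effect and reference inhibitor for full effect; nearly all actives have a fitted effect of over 55% in size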
#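 Purified P. pyralis luciferase (10nM final) with 10uM D-luciferin and 10uM ATP (Km levels) in 50mM Tris acetate pH 7.5, 10mM Mg acetate, 0.01% Tween-20, 0.05% BSA; qHTS 6-point titration, ~60 µM downward; luminescence read.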
# Tb PFK block = blocks T. brucei phosphofructokinase. Potency, µM (doses to about 57.5 µM), inactives show at the top dose activity, negative = inhibition, most hits filed as inhibitors. T. brucei PFK, ADP-Glo luminescence. AID 485367. hit rate 0.17% among 330,000. O15648;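 note: potency is the fitted concentration of half-maximal effect; 0% = uninhibited 1x PFK enzyme wells and -100% = no-enzyme wells; nearly all actives have a fitted effect of over 60% in size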
#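 In TEA buffer at pH 8.0 with 5 mM MgCl2, enzyme (1.25 nM) converted F6P (0.5 mM) and ATP (0.1 mM) for 45 min at room temperature. ADP product was read by luciferase luminescence.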
# RORg inh = blocks mouse ROR gamma transcriptional activity; Potency, µM (top dose mostly 53.6 µM), inactives show at the highest dose activity change, negative = inhibition, usual class: inhibitors; hit rate 5.4% among 310,000; AID 2551; Drosophila S2 Gal4-RORgamma UAS-luciferase reporter, 20 h; note: potency is the fitted concentration of half-maximal effect; % is set by controls: 0 for no effect and ±100 for the full control effect; nearly all actives have a fitted effect of over 60% in size
#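 A Gal4/UAS one-hybrid system in insect cells: metallothionein-promoter Gal4–ROR gamma fusion plus Photinus luciferase reporter. Copper sulfate 700 uM final, 20 hr ambient incubation, luminescent detection after 10 min with reagent.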
# NPC1 prom act = NPC1 promoter activation. Huh7 NPC1 promoter luciferase reporter, 24 h. Potency, µM (highest dose often 9.22 µM), without a hit: at the highest dose activation, most hits filed as activators. hit rate 2.4% among 320,000;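 note: potency is the fitted concentration of half-maximal effect; % of control where 0% means no effect; nearly all actives have a fitted effect of over 60% in size; reporter is driven by a mutant NPC1 promoter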
#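 Readout is luciferase luminescence, reflecting NPC1 promoter activation in stably transfected Huh7 cells after 24 h compound exposure at 37 °C in reduced-serum medium with 10% FBS.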
# p53 reactivation = mutant p53 re-activation in reporter cells; H1299 p53-A138V BP100-luciferase reporter, luminescence, 24 h; Potency, µM (top dose mostly 92.2 µM), for inactives: at the top dose activity change, positive = activation, actives largely listed as activators; hit rate 0.063% among 320,000; note: potency is the fitted concentration of half-maximal effect; % of control where 0% means no effect; nearly all actives have a fitted effect of over 45% in size
#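 p53-null H1299 cells stably carrying temperature-sensitive p53-A138V and a BP100-luciferase reporter were pinned with compounds (4-point, 1:5 series) and held 24 hrs at 37 deg C. Luminescence was read 10 min after detection reagent.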
# ELG1 genotoxic = inducers of genotoxicity in HEK293T ELG1-luciferase cells. HEK293T ELG1-luciferase reporter, luminescence, 16 h. Potency, µM (top dose mostly 46 µM), for the others: top-dose activity change, positive = activation, hits mostly activators. hit rate 1.3% among 330,000. AID 504466; note: potency is the fitted concentration of half-maximal effect; % of control where 0% means no effect; nearly all actives have a fitted effect of over 60% in size
#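 16 hr compound incubation (37 °C, 5% CO2) of HEK293T cells carrying luciferase-tagged ELG1; luciferase then measured by ONE-Glo luminescence after 30 min at RT.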
# ELG1 DNA repair = ELG1-dependent DNA repair inhibition | HEK293T ELG1-luciferase reporter, luminescence, 16 h; DNA damage induced by 5-fluorouridine | Potency, µM (doses to about 46.1 µM), without a hit: top-dose activity change, negative = inhibition, usual class: inhibitors | hit rate 2.3% among 330,000; note: potency is the fitted concentration of half-maximal effect; % is set by controls: 0 for no effect and ±100 for the full control effect; nearly all actives have a fitted effect of over 55% in size
#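 Overnight (16 hr) co-exposure of 2,000 cells/well to 5-fluorouridine and compound at 37 °C preceded detection. Luciferase was quantified via ONE-Glo luminescence; loss of signal denotes inhibition.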
# BRCA1 expr act = BRCA1 expression activation. MCF7-BRCA1-FFLuc reporter, luminescence, 48 h; response scale: scaled: vehicle 0%, 10 µM genistein 100%. Potency, µM (titrated, usually from 46.1 µM), without a hit: top-dose activation, most hits filed as activators. hit rate 1.1% among 380,000. AID 624202; note: potency is the fitted concentration of half-maximal effect; nearly all actives have a fitted effect of over 80% in size; some results filed as inactive show a strong effect at the top dose
#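 Activators of BRCA1 expression were detected as increased firefly luciferase luminescence in engineered MCF7 cells after 48 h compound incubation. Signals were scaled to genistein 10 microM as full activation.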
# Rab9 prom act = activators of Rab9 promoter | Huh7 Rab9 promoter-luciferase reporter, luminescence, 24 h | hit rate 2.8% among 320,000 | Potency, µM (series often up to 9.22 µM), without a hit: at the highest dose activation, negative = inhibition, most hits filed as activators | AID 485297; note: potency is the fitted concentration of half-maximal effect; % of control where 0% means no effect; nearly all actives have a fitted effect of over 60% in size
#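 Rab9 promoter-driven luciferase in stably transfected Huh7 cells; 1500 cells/well rested 2 h, exposed to compound in DMSO for 24 h at 37 °C, 5% CO2. Luminescence read 10 min after adding luciferase reagent at ambient temperature.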
# Numbers without * were called inactive; ? = inconclusive; . = not tested or not shown; & = joins results of further samples; [ ] = remark or other dose. Unless noted, calls come from the whole dose curve; as a rule, active = well fitted curve in the direction sought with a large enough effect; inconclusive = small, poorly fitted or top-dose-only effect, or another doubt; inactive = no such curve, though single readings can be large; an effect the other way counts as inactive or inconclusive.
SMILES,TRPV1 ag,Gal4-VP16 FLuc,FLuc modulator,Tb PFK block,RORg inh,NPC1 prom act,p53 reactivation,ELG1 genotoxic,ELG1 DNA repair,BRCA1 expr act,Rab9 prom act
COc1cc(OC)cc(C(=O)NNC(=O)CCOc2ccccc2OC)c1,2,.,4%,-3%,.,0%,-8%,0%,-13%,-2%,-2%
CCn1nc(C)c(CN2CCCC(CO)(Cc3ccccc3)C2)c1C (centres undefined),-1,-1%,3%,0%,-20%,-4%,-4%,-2%,-4%,-2%,-4%
Cc1ccc(NC(=O)c2cc(-c3ccccc3)nn2-c2ccccc2)c(Br)c1,-3,?,-6%,-4%,?,-3%,6%,13%,10%,19%,-2%
C=C(C)Cn1c(=O)c2c(nc3n2CCCN3CCc2ccccc2)n(C)c1=O,-2,-11%,1%,-2%,-5%,-1%,-1%,-9%,16µM*,-10%,2%
O=C(c1ccc(F)c(S(=O)(=O)N2CCOCC2)c1)N1CCN(c2ncccn2)CC1,-1,.,.,5%,.,2%,-8%,3%,5%,5%,-4%
CCOC(=O)c1cn[nH]c1C(F)(F)F,4,3%,-1%,-1%,4%,-3%,6%,-2%,-2%,2%,0%
COc1ccc(Cl)cc1NC(=O)C/C(C)=N/NC(=O)COc1ccc(C)cc1,2,-2%,-18%,-1%,11µM*,0%,-3%,-4%,4%,-11%,-5%
CCOC(=O)Cc1csc(NC(=O)CSc2nc(N)c3c(C)c(C)sc3n2)n1,0,-14%,?,1%,1%,-16%,-10%,-5%,?,-19%,-1%
Cn1c(=O)c2c(O)cc(=O)n(-c3ccccc3)c2n(C)c1=O,0,-2%,1%,-5%,0%,-1%,-28%,2%,8%,-12%,0%
COc1cc(OC)cc(C(=O)NNC(=O)CCC2CCCC2)c1,.,.,.,0%,.,.,-3%,-3%,0%,0%,.
Cc1ccc(S(=O)(=O)N(Cc2cccc(C(F)(F)F)c2)C(=O)N2CCN(C)CC2)cc1,-7,.,-1%,0%,.,-3%,-7%,1%,3%,13%,1%
Cc1ccc(-c2cc(C(=O)Nc3cc(C)on3)c3ccccc3n2)cc1,0,-14%,-13%,0%,23%,-1%,7%,0%,0%,-14%,6%
Cc1ccccc1NC(=O)c1ccccc1NS(=O)(=O)c1cccc2cccnc12,-10,-4%,-2%,-7%,-10%,-6%,-18%,-1%,3%,-23%,8%
Cc1ccc(C)c(S(=O)(=O)N2CCN(CC(=O)Nc3cc(C)on3)CC2)c1,-7,1%,-1%,4%,-2%,-1%,0%,3%,-9%,-7%,4%
C=CCNC(=O)c1c2c(nc3ccccc13)-c1ccccc1CC2,12,4%,?,-2%,12%,7%,-11%,-7%,-12%,-2%,3%
Cc1c(/C=N/O)sc2ccccc12,0,7%,?,-1%,5%,-4%,-6%,1%,3%,12%,-1%
COCCN1C=C2C(=O)C(C)(OC(=O)CCC(=O)OC)C(=O)C=C2C=C1C1CC1 (centres undefined),-2,5%,6%,0%,1%,1%,-3%,2%,19%,-2%,-3%
CC(=O)Nc1ccc(NS(=O)(=O)c2ccc(Cl)s2)cc1,-1,7%,2%&3%,-1%,16%,0%,3%,3%,14%,25%&-8%,-2%
CCCOc1ccc(C2=CSC3=NCCN23)cc1,2,-9%,-1%,-2%,-37%,-1%,3%,-4%,?,-17%,-1%
COc1ccc(NC(=S)N(CCc2c(C)[nH]c3ccccc23)Cc2cccnc2)cc1,-6,9%,3%,-3%,?,0%,-2%,-3%,-24%,-25%,-5%
COC(=O)c1cccc(C23CC4(C2)[C@H](CN(Cc2ccc(-c5ccccc5)cc2)[C@@H]4c2ccccc2)C3c2ccc(Cl)nc2)c1 (some centres undefined),-3,-4%&1%,-2%,3%,0%&-3%,-6%,3%,1%,6%,0%,-4%
COc1cccc(CNC(=O)[C@H](CC(C)C)NC(=O)N2CCn3c2nc2ccccc23)c1,7,1%,3%,1%,1%,-12%,-3%,-7%,-7%,-28%,1%
CC(C)n1c(N2CCN(C(=O)N3CCCCC3)CC2)nc2ccccc21,?,-2%,2%[2.3 µM],-8%,-13%,2%,-3%,-11%,-13%,-24%,0%
CCOC(=O)c1nc2sc(C)c(C)c2c(=O)[nH]1,.,-9%,-12%,0%,-15%,-1%,-1%,2%,13%,-25%,2%
CC(C)c1nnc(SCC(=O)NCc2ccc3c(c2)OCO3)n1C,-6,5%,2%,-15%,-32%,-3%,-12%,0%,-6%,4%,-2%

# New compounds follow
SMILES,TRPV1 ag,Gal4-VP16 FLuc,FLuc modulator,Tb PFK block,RORg inh,NPC1 prom act,p53 reactivation,ELG1 genotoxic,ELG1 DNA repair,BRCA1 expr act,Rab9 prom act
Cc1cccc(Nc2c([N+](=O)[O-])cc(C(=O)N3CC(=O)Nc4ccccc43)cc2[N+](=O)[O-])c1,1,?,-5%,-2%,-10%,-3%,-3%,-16%,?,-38%,-7%
Cc1ccc(C(CCNC(C)c2cccs2)c2ccco2)cc1 (centres undefined),0,-11%,-2%,1%,-11%,1%,-2%,-5%,2%,-28%,-2%
CCOC(=O)/C=c1\s/c(=C\c2c(OC)ccc3ccccc23)c(=O)n1CC(=O)NCC1CCCO1 (centres undefined),8,-1%,9%,1%,-8%,-2%,4%,-3%,?,-88%[inhibitor],-7%
CNC(=O)COc1ccc(Nc2nnc(C)c3ccccc23)cc1,3,1%,-19%,1%,-28%,-6%,0%,3%,18%,-39%,-1%
COc1ccc(OC)c(NC(=O)CSc2nc(=O)n(Cc3ccccn3)c3c2CCC3)c1,1,.,12%,-2%,.,-4%,-5%,-20%,-18%,-25%,-7%
COc1ccc(-c2c(-c3cc(OC)cc(OC)c3)n(C)c3ccc(-c4cccc5[nH]ccc45)cc23)cc1,-5,.,-2%,-4%,.,9%,-1%,0%,8%,11%,3%
COc1ccc(-c2cc(C(=O)N3CCCCCC3)c3ccccc3n2)c(OC)c1,?,1%,-11%,?,-1%,-6%,1%,-16%,?,-24%,-2%
Clc1ccc(-c2noc(CCCOc3ccccc3)n2)cc1,0,15%,-17%,1%,0%,-3%,-6%,2%,1%,-1%,-5%
COC(=O)c1sc(-c2ccc(C(C)(C)C)cc2)cc1NC(=O)/C=C/C(=O)O,12,?,1.5µM*,-3%,13µM*,-1%,5%,7%,?,-39%,25%
O=C(Nn1cc(C(=O)N2CCN(c3ccccc3F)CC2)c2ccccc2c1=O)c1cnccn1,-13,?,1%,-8%,14µM*,-2%,21%,-3%,?,-49%,11%
COc1ccc(OCC(O)CNC(=O)/C=C/c2cccc([N+](=O)[O-])c2)cc1 (centres undefined),1,-3%,-1%,12%,?,-2%,2%,-1%,?,5%,-3%
CCOC(=O)C1CCCN(Cc2cccc(Oc3ccccc3)c2)C1 (centres undefined),27,2%,6%,-3%,-7%,-2%,.,-5%,0%,69%,21%
CC1(C)CC(=O)c2cc(O)ccc2O1,-10,2%,-14%,1%,-11%,0%,1%,-2%,11%,2%,-2%
COc1cccc2cc(S(=O)(=O)c3ccccc3)c(=Nc3ccc4c(c3)OCCO4)oc12,-4,-1%,0%,0%,5%,2%,12%,0%,-24%,-34%,0%

# Filtered by structure, the compounds so far with a CF3 group.
SMILES,TRPV1 ag,Gal4-VP16 FLuc,FLuc modulator,Tb PFK block,RORg inh,NPC1 prom act,p53 reactivation,ELG1 genotoxic,ELG1 DNA repair,BRCA1 expr act,Rab9 prom act
CCOC(=O)c1cn[nH]c1C(F)(F)F,4,3%,-1%,-1%,4%,-3%,6%,-2%,-2%,2%,0%
Cc1ccc(S(=O)(=O)N(Cc2cccc(C(F)(F)F)c2)C(=O)N2CCN(C)CC2)cc1,-7,.,-1%,0%,.,-3%,-7%,1%,3%,13%,1%

# Two compounds drawn at random from those above, as already listed:
SMILES,TRPV1 ag,Gal4-VP16 FLuc,FLuc modulator,Tb PFK block,RORg inh,NPC1 prom act,p53 reactivation,ELG1 genotoxic,ELG1 DNA repair,BRCA1 expr act,Rab9 prom act
COc1ccc(-c2c(-c3cc(OC)cc(OC)c3)n(C)c3ccc(-c4cccc5[nH]ccc45)cc23)cc1,-5,.,-2%,-4%,.,9%,-1%,0%,8%,11%,3%
Cc1cccc(Nc2c([N+](=O)[O-])cc(C(=O)N3CC(=O)Nc4ccccc43)cc2[N+](=O)[O-])c1,1,?,-5%,-2%,-10%,-3%,-3%,-16%,?,-38%,-7%

# Not a hit list; 15% or so of the library scored in one or more.
